Chronic BCR inh: inhibitors of chronic active B-cell receptor signaling; ABC-DLBCL IkBa-CBG/CBR reporter, luminescence ratio, 4 h; Potency, µM (doses to about 46.1 µM), for inactives: at the highest dose ratio change, negative = lower green/red ratio, hits mostly inhibitors; 0.05% of 340,000 active; AID 493014; active means well fitted inhibition curve with a large enough effect in the signal ratio, with a control signal flat, not every such curve was filed as active; inconclusive means small, poorly fitted or top-dose-only effect, or effect the other way, or a change in a side signal; the % refers to the signal ratio;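 further: potency means the concentration at half of the fitted maximal effect; plate controls were basal doxycycline-induced cells for no effect and cells given 10 µM MG132 for full effect; MG132 reads +100%, hits lower the ratio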
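TMD8 ABC-DLBCL cells carrying doxycycline-inducible green luciferase fused to IkappaBalpha plus unfused red luciferase were exposed to compounds (up to 46 uM) for 4 hrs at 37C. Activity came from the overlap-corrected green/red luminescence ratio.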
Coupling enz: inhibits coupling enzyme system, counter-screen for aldolase hits; coupling enzyme system counterscreen, AmpLite Red fluorescence; 0.67% of 290,000 active; AID 2472; activity change, negative = inhibition, % at 58.2 µM, hits read low; in the data active means activity change below about -30%; further: on the % scale 0 is the no-effect control and ±100 the full control effect
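Coupling enzymes only (glyceraldehyde-3-phosphate) + compound, at 57.5 uM final, 10 min RT; add substrate/coupling/AmpLite Red mix, 20 min RT; fluorescence ex 525/em 598 nm. Actives flag coupling-system interference.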
AT treatment: potential ataxia-telangiectasia treatment; […] A-T fibroblasts, KAP-1 phosphorylation AlphaLISA; neocarzinostatin DNA damage 30 min before lysis; Potency, µM (doses to about 57.5 µM), without a hit: at the top dose activation, hits mostly activators; 0.19% of 320,000 active; further: potency means the concentration at half of the fitted maximal effect; % of control where 0% means no effect; nearly all actives have a fitted effect of over 45% in size
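hTERT-immortalized A-T patient fibroblasts ([…]), 500 cells/well in OPTI-MEM, 1% FBS, got compounds for 60 min, then NCS for 30 min at 37C. Lysates were then assayed for phospho-KAP-1 by AlphaLISA (anti-pKAP1 donor, anti-KAP1 acceptor beads), 6 hr at 25C.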
TCR act: activators of T cell receptors; primary human leukocytes, anti-CD3, IL-2 HTRF, 48 h; Potency, µM (highest dose often 9.22 µM), without a hit: top-dose activation of IL-2 secretion, actives largely listed as activators; 330,000 tested, under 10 active; AID 504894; further: % of control where 0% means no effect
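48 hr co-incubation of compounds, a-CD3 beads and primary human leukocytes; IL-2 quantified homogeneously by HTRF with anti-IL-2 K and d2 conjugates.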
Tb PFK inh: blocks T. brucei phosphofructokinase | O15648 | T. brucei PFK, ADP-Glo luminescence | Potency, µM (doses to about 57.5 µM), for inactives: top-dose activity, negative = inhibition, usual class: inhibitors | 0.17% of 330,000 active | AID 485367;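 further: potency means the concentration at half of the fitted maximal effect; 0% = uninhibited 1x PFK enzyme wells and -100% = no-enzyme wells; nearly all actives have a fitted effect of over 60% in size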
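Compounds were pin-transferred as a titration series up to 57 uM into substrate buffer (0.5 mM F6P, 0.1 mM ATP, pH 8.0), then 1.25 nM PFK was added and reactions ran 45 min before ADP-Glo detection.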
hERG WT inh: inhibitors of human wildtype KCNH2 potassium channel | Q12809 | U2OS, BacMam KCNH2, thallium flux FluxOr; hits give low values | activity change, % at 1.84 µM | 0.37% of 340,000 active;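 active means maximum activity change below -70%; inconclusive means maximum activity change between -70% and -50%; inactive means maximum activity change above -50%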; further: on the % scale 0 is the no-effect control and ±100 the full control effect
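U2OS cells transduced with wild-type KCNH2 virus are loaded with FluxOr dye for 45 min, and thallium flux is measured in kinetic reads before and after stimulation buffer. Rate constants are normalized to DMSO controls.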
Giardia killer: Giardia lamblia killing; AID 540267; 0.15% of 340,000 active; activity change, % at 7.66 µM, hits read low; Giardia lamblia trophozoite viability; in the data active means activity change below about -80%; inconclusive means between about -30% and that limit;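 further: parasites exposed to compound for two days anaerobically before the ATP read; on the % scale 0 is the no-effect control and ±100 the full control effect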
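Compounds were tested on trophozoites seeded at 100 cells/well and held 48 hrs at 37 deg C anaerobically. An ATP-based luminescent kit measured the remaining live cells.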
GALK inh: blocks human galactokinase activity; P51570; Purified GALK, Kinase-Glo residual ATP luminescence; Potency, µM (top dose mostly 57.5 µM), without a hit: at the highest dose activity change, negative = inhibition, usual class: inhibitors; 0.007% of 270,000 active; AID 1868; further: potency means the concentration at half of the fitted maximal effect; on the % scale 0 is the no-effect control and ±100 the full control effect
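Kinase-Glo Plus luminescence measured ATP left after a 1 h room-temperature reaction. The reaction used 5 nM GALK, 100 uM galactose and 35 uM ATP at pH 8.0 (20 mM HEPES, 5 mM MgCl2, 60 mM NaCl, 1 mM DTT, 0.01% BSA).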
TSHR antagonist: antagonists of human thyroid stimulating hormone receptor; 0.2% of 330,000 active; activity change, negative = inhibition, % at 11.5 µM; TSHR-expressing cells, TSH-stimulated cAMP HTRF, 2 h; hits give low values; P16473;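 active means activity change below a set negative limit, meaning inhibition stronger than a set level, cut at about -70% in these data; inconclusive means activity change between two set negative limits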; further: on the % scale 0 is the no-effect control and ±100 the full control effect
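Inhibition of cAMP made by TSHR-expressing cells under TSH stimulation (4nM final, EC80; 2 h, 37 deg C) is quantified with a one-step lysis HTRF kit, anti-cAMP cryptate versus cAMP-d2.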
MLL CXXC-DNA inh: MLL CXXC-DNA interaction inhibition | Q03164 | MLL-CXXC / FITC-HOXA9 DNA fluorescence polarization | Potency, µM (series often up to 115 µM), for the others: top-dose activity change, negative = inhibition, actives largely listed as inhibitors | 0.037% of 290,000 active | AID 2662; active means well fitted inhibition curve with a large enough effect in the polarisation, with a control signal flat, not every such curve was filed as active; inconclusive means small, poorly fitted or top-dose-only effect, or effect the other way, or a change in a side signal; inactive means no such curve, though single readings can be large or run the other way; the % refers to the polarisation; further: potency means the concentration at half of the fitted maximal effect
Target sequence (Q03164 whole entry, looked up): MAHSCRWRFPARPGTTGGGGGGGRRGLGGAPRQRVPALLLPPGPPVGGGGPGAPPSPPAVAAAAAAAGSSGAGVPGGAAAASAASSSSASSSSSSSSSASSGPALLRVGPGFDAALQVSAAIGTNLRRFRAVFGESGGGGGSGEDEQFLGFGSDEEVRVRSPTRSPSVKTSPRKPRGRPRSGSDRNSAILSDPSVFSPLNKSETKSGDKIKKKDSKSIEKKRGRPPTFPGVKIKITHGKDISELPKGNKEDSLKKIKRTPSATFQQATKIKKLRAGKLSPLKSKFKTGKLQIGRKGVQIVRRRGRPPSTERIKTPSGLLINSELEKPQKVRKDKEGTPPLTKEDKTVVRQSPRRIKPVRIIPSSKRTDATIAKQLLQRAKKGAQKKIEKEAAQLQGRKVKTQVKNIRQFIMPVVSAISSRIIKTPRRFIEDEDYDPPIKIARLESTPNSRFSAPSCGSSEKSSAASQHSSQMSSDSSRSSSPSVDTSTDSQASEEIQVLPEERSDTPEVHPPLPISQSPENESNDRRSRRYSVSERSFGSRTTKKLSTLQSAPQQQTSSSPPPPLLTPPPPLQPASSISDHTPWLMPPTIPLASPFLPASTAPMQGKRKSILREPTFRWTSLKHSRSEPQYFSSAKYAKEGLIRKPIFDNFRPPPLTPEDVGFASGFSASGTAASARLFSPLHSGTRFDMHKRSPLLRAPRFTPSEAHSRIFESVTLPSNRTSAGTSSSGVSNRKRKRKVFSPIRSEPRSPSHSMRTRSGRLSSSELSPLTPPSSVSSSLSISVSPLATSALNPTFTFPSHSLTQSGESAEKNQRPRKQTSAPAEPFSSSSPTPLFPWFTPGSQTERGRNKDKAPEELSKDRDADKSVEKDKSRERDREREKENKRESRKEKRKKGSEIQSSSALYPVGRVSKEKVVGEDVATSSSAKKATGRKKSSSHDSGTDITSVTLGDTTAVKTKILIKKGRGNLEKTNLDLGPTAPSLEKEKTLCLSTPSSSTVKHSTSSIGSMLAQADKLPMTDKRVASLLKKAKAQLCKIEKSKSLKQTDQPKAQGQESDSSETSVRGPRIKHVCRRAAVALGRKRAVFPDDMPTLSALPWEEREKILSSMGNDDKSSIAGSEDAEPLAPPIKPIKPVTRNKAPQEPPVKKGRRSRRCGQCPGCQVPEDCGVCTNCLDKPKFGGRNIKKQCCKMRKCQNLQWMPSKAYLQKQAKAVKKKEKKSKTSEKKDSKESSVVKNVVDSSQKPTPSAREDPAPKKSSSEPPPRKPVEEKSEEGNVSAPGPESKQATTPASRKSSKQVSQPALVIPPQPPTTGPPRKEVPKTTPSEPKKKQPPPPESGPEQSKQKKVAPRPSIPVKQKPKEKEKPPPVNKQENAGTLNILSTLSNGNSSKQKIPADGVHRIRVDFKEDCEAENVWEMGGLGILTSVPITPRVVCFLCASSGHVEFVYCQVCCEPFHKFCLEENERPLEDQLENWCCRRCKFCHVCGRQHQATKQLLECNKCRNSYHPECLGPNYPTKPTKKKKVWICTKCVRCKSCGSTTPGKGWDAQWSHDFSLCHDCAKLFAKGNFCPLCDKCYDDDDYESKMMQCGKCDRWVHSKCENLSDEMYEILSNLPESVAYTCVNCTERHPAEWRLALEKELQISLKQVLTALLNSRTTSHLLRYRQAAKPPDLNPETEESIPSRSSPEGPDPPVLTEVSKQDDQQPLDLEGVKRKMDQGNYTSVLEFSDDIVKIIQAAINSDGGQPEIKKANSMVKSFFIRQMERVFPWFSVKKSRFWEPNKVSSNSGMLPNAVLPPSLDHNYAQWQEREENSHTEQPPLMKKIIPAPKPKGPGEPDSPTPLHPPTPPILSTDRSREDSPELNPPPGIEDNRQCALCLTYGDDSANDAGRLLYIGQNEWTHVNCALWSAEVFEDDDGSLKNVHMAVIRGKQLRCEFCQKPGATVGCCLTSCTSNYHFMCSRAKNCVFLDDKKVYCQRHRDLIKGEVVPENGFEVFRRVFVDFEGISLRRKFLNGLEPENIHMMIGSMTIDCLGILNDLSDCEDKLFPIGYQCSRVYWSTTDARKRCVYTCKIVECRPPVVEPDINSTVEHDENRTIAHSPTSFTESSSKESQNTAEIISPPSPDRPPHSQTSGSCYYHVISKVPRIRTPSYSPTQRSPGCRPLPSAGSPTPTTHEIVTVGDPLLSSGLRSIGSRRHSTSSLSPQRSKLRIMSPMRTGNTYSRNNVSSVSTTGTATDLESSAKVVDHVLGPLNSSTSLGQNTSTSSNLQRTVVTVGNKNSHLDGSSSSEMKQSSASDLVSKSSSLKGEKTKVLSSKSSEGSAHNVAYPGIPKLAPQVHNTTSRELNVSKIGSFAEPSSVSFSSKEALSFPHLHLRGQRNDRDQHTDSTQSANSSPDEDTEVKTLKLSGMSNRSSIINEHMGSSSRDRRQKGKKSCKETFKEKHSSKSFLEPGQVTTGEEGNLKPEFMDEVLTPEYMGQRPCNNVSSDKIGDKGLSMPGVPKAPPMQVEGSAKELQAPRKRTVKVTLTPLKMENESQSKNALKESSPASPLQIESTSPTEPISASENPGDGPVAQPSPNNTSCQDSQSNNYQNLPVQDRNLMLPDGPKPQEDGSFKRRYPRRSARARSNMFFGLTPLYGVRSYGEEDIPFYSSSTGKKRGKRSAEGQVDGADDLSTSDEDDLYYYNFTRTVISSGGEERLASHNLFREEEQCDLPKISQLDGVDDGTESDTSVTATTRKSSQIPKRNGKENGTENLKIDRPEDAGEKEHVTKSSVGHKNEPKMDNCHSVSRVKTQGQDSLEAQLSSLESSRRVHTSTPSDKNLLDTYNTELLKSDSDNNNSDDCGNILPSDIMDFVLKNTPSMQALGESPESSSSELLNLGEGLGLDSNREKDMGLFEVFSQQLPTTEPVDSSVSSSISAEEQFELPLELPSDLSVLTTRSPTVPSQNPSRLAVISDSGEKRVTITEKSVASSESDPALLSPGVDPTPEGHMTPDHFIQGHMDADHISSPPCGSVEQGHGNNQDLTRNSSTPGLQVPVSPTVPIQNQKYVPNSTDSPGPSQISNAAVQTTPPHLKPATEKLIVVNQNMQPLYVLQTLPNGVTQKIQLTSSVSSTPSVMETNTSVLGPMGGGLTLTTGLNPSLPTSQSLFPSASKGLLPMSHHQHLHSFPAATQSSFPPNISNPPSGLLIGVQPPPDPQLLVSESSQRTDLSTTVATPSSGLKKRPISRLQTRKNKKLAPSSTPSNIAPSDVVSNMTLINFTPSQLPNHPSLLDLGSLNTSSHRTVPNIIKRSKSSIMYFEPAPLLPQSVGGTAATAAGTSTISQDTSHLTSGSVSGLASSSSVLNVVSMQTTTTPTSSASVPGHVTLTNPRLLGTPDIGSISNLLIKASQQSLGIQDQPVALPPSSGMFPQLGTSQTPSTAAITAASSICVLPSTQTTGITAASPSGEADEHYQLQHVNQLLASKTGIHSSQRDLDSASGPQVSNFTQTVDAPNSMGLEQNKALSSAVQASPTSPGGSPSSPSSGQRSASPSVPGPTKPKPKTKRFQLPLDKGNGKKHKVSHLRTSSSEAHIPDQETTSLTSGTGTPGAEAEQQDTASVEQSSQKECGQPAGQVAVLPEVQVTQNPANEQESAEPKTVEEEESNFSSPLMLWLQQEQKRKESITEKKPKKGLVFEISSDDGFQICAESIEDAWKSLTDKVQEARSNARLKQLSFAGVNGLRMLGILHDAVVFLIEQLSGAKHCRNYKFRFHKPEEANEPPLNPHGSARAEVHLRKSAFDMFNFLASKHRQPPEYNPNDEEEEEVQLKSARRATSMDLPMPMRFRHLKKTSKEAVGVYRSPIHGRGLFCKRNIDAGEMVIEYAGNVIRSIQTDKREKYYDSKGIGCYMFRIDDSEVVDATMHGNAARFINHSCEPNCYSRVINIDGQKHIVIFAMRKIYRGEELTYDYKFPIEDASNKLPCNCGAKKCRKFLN
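Steps: dispense CXXC domain solution (7 uM) → pin compounds or unlabeled HOX-A9 DNA control → 5 min ambient → add FLSN-HOX-A9 solution (50 nM) → spin → 30 min ambient → fluorescence polarization. Tris pH 7.5/NaCl/DTT/BSA buffer.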
* hit, by the source's call; ? = inconclusive; . = no result given; & = joins results of further samples; [ ] = remark or other dose. Unless noted, the call rests on the fitted dose curve; in most records, active means well fitted curve in the direction sought with a large enough effect; inconclusive means small, poorly fitted or top-dose-only effect, or another doubt; inactive means no such curve, though single readings can be large; an effect the other way counts as inactive or inconclusive.

SMILES	Chronic BCR inh	Coupling enz	AT treatment	TCR act	Tb PFK inh	hERG WT inh	Giardia killer	GALK inh	TSHR antagonist	MLL CXXC-DNA inh
CC1=Nc2ccccc2N=C(N)C1c1ccccc1 (stereo not drawn)	-3%	0	-2%	-4%	-7%	-18	6	1%	-9	18%
COc1ccc(CCNC(=O)CCN2C(=O)c3cccc4cccc(c34)C2=O)cc1OC	-1%	0	0%	7%	4%	20	-2	-1%	-16	6%
C/C(=N\Oc1cccc(F)n1)c1ccc(Cl)cc1Cl	?	-2	12%	4%	0%	1	-8	-9%	-4	0%
CCOCCCNC(=O)C1CCC(CNS(=O)(=O)c2ccc(F)cc2)CC1 (stereo not drawn)	-2%	9	-6%	4%	-1%	3	20	0%	33	-3%
CC(C)c1ccc(NC(=O)CSc2nc3c(c(=O)[nH]2)CCC3)cc1	0%	2	0%	.	0%	.	.	1%	-3	4%
CCOC(=O)c1cnc2ccc(C)cc2c1N(C)Cc1ccccc1	?	0	22µM*	-6%	11%	-8	3	.	-38	22%
CCN(CC)c1ccc2c(c1)oc(=O)c1c(Cl)cc(=O)oc12	-1%	0	?	-6%	-2%	-23	?	-13%	-28	?
COc1cc(Cl)c(C)cc1NC(=S)NN	?	1	-2%	6%	-23%	1	-18	-6%	-1	5%
O=C(CCNC(=O)N1CCn2c1nc1ccccc12)NCc1ccccc1	2%	.	-4%	-7%	0%	-22	-8	0%	-2	11%
CC(NCC1COc2ccccc2O1)C1COc2ccccc2O1 (stereo not drawn)	-4%	0	20%	-4%	-14%	-9	17	.	3	2%
O=C(NCCCCc1ccccc1)C1CC(c2ccccc2[N+](=O)[O-])=NO1 (stereo not drawn)	2%	2	8%	0%	-2%	13	1	3%	-9	-15%
CC(=O)Nc1ccc(S(=O)(=O)NCC2CCC(C(=O)NCc3ccccc3)CC2)cc1 (stereo not drawn)	-24%&-17%	3	0%	6%	3%	.	8	4%	14	-2%
O=C(c1cc(Br)c(Br)s1)N1CCN(C/C=C/c2ccccc2)CC1	?	-2	2%	-1%	0%	-17	4	-3%	-13	3%
Cc1c(C(=O)N/N=C/c2ccc(O)c(Br)c2)sc(N)c1C#N	?	1	0%	1%[46.1 µM]	23%	3	-6	-3%	10	13%
COC(=O)c1cc(CSc2nc3ccccc3c(=O)n2C)oc1C	2%	0	9%	5%	-1%	0	-17	-1%	-17	-2%

Some of these compounds in order of their number in GALK inh, descending.
smiles,GALK inh
CC(=O)Nc1ccc(S(=O)(=O)NCC2CCC(C(=O)NCc3ccccc3)CC2)cc1 (stereo not drawn),4%
COc1ccc(CCNC(=O)CCN2C(=O)c3cccc4cccc(c34)C2=O)cc1OC,-1%
CCN(CC)c1ccc2c(c1)oc(=O)c1c(Cl)cc(=O)oc12,-13%

Later entries.
SMILES	Chronic BCR inh	Coupling enz	AT treatment	TCR act	Tb PFK inh	hERG WT inh	Giardia killer	GALK inh	TSHR antagonist	MLL CXXC-DNA inh
CCOc1ccc(-c2nnc(NC(=O)Cc3cc(OC)c(OC)c(OC)c3)o2)cc1	4%	4	13%	-3%	1%	7	20	0%	3	2%
Cc1ccc2oc(=O)n(CC(=O)O)c2c1	21%	1	6%	0%	2%	-1	14	1%	4	-14%
COc1ccccc1OCCCn1c(C)c(C#N)c2ccccc21	-1%	-7	18%	1%	0%	3	4	-1%	-10	4%
O=C(CCCn1c(=O)c2ccccc2n(Cc2ccccc2)c1=O)NCc1ccco1	4%	4	-1%	2%	1%	1	-24	1%	-10	5%
CSCCC(N=Cc1c(O)n(-c2ccc(F)cc2)c(=O)[nH]c1=O)C(=O)O (stereo not drawn)	-4%	1	-8%	.	5%	.	.	10%	14	0%
Cc1cc(C)n(C(=O)CSc2nnc(SCC(=O)n3nc(C)cc3C)s2)n1	-1%	-2	-7%	0%	1%	-2	-13	3%	15	-1%
O=C(CCNC(=O)c1ccc(Br)cc1)OCc1ccccc1Cl	-11%	.	-1%	2%	0%	-10	-2	.	-13	.
Cc1cccc2cc(-c3nc4c(C)cccn4c3NCc3ccco3)c(=O)[nH]c12	-1%	-1	.	-3%	8%	15	4	2%	2	2%
CC(=O)Nc1ccc(NC(=O)C(C)OC(=O)CN2C(=O)C3CCCCC3C2=O)cc1 (stereo not drawn)	5%	.	17%	-3%	-8%	-1	-15	.	4	.
O=C(NCc1ccc(Cl)cc1)C1CCN(S(=O)(=O)c2cccnc2)CC1	3%	0	0%	2%	-6%	-5	8	1%	-9	-2%
COc1ccc([N+](=O)[O-])cc1NC(=O)C(C)OC(=O)CC1CCCC1 (stereo not drawn)	-5%	.	8%	-7%	-6%	1	3	.	-6	.
CN(C)c1cc(N/N=C/c2ccccc2C(F)(F)F)nc(N(C)C)n1	?	-26	6%	5%	0%	-5	-2	0%	-10	-1%
Clc1ccc2oc(-c3cccnc3NCc3ccccc3)nc2c1	2%	0	4%	0%	-7%	-1	-9	2%	-6	-2%
CCn1c(=O)c2cc(S(=O)(=O)NC3CCCCC3)ccc2n(CC)c1=O	?	2	-1%	-11%	-4%	-5	-9	0%	16	-5%
O=C(NCc1cccs1)C(=O)NCC1OCCCN1S(=O)(=O)c1cc(F)ccc1F (stereo not drawn)	0%	.	-1%	3%	-3%	0	9	7%	17	-5%
CCN(CC(=O)Nc1ccccc1OC)CC(=O)Nc1ccccc1C(F)(F)F	4%	-1	-3%	8%	2%	2	-2	7%	-4	-4%
O=C1CC(=O)N(Cc2cccs2)C(=O)N1	11%	-3	5%	4%	-1%	1	-24	0%	3	-4%
Cc1cccn2cc(CCNS(=O)(=O)c3ccc([N+](=O)[O-])cc3)nc12	1%	3	23%	-10%	-10%	-2	29	.	7	-1%
COc1ccccc1Oc1ccc(N/C=C/C(=O)c2ccco2)cc1	?	0	0%	-1%	0%	-2	37[activator]	-3%	12	3%
CCOC(=O)c1ccc(NC(=S)N2CCN(c3ccccn3)CC2)cc1	3%	0	16%	11%	2%	1	-3	0%	3	-4%
CC(C)C(CCNC(=O)CC(Cc1ccccc1)c1ccco1)c1ccco1 (stereo not drawn)	19%	-8	18%	1%	-9%	-4	-14	1%	18	-10%
OCCC1CN(Cc2cccn2-c2cccnc2)CCN1C1CCCC1 (stereo not drawn)	2%	1	41%	-4%	3%	3	36[activator]	-4%	26	8%
CCN(CC)S(=O)(=O)c1ccc2[nH]cc(C(=O)NCCN3CCCCCC3)c(=O)c2c1	-1%	-3	2%	5%	1%	2	0	-1%	29	-12%
O=C(NC(N1CCOCC1)C(Cl)(Cl)Cl)c1cc([N+](=O)[O-])cc([N+](=O)[O-])c1 (stereo not drawn)	11%	0	0%	-1%	3%	-7	-25	-2%	-3	-5%
CN1CCN(c2nc3c(c(=O)[nH]c(=O)n3C)n2Cc2ccc([N+](=O)[O-])cc2)CC1	0%	1	3%	5%	1%	4	11	-1%	3	6%
O=C(NCC(O)c1ccc([N+](=O)[O-])cc1)C(c1ccccc1)c1ccccc1 (stereo not drawn)	0%	3	2%	-3%	-4%	3	0	0%	3	19%
COc1ccc2[nH]c(C(=O)Nc3ncc(C)cc3Br)cc2c1	-11%	0	-4%	6%	1%	-5	5	6%	2	2%
O=C(N/N=C/c1ccc2c(c1)OCO2)c1ccc(NC(=O)c2ccc(F)cc2)cc1	-6%	0	-6%	9%	0%	-6	-3	15%	1	-3%
CCOC(=O)N1CCC(NC(=O)C2CCCN(S(=O)(=O)c3cccnc3)C2)CC1 (stereo not drawn)	2%	0	1%	2%[46.1 µM]	2%	-16	-9	-1%	-7	13%
COc1ccc2nc(NC(=O)c3ccc(F)cc3)sc2c1	?	4	2%	0%	2%	2	10	3%	-14	16%
N#Cc1cc2c(nc1SC1CC(=O)N(c3ccccc3)C1=O)CCC2 (stereo not drawn)	-2%	-4	26%	1%[46.1 µM]	-3%	3	-3	1%	-6	4%
COc1ccc(N2CCN(S(=O)(=O)CCNC(=O)C3CC(=O)N(c4ccccc4)C3)CC2)cc1 (stereo not drawn)	-1%	-1	2%	-2%	8%	3	13	-3%	-2	0%
O=[N+]([O-])c1ccc(Nc2nc(N/N=C\c3ccc4c(c3)OCO4)nc(N3CCCCC3)n2)cc1	19%	-2	-3%	.	6%	0	-4	-1%	37	?
CC(=O)NC(Cc1c[nH]c2ccccc12)C(=O)NCCc1ccccc1 (stereo not drawn)	1%	0	-7%	.	0%	-2	20	3%	-2	4%
CCOc1ccc(S(=O)(=O)N2CCOCC2)cc1NC(=O)CSCC(=O)Nc1ccc(C)cc1	-2%	.	2%	2%	7%	-11	13	-3%	6	3%
Cn1c2c(c(=O)n(C)c1=O)CN(CCN1CCNCC1)CN2	-4%	-2	-5%	4%	-6%	16	24	-1%	12	2%
O=C(O)c1[nH]c2ccccc2c1NS(=O)(=O)Cc1ccccc1	12%	11	2%	6%	-3%	-10	-19	-5%	2	4%

High-throughput results deposited in PubChem by National Center for Advancing Translational Sciences (NCATS).
